# Bioassay records (PubChem)
# HTRA1 inhibitor = HTRA1 (human) protease inhibition; inhibition, % at 5.96 µM; actives 0.5% (n = 340,000); AID 504803; recombinant HTRA1, FP-rhodamine activity-based probe, fluorescence polarization; in the data active = inhibition above about 36%;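 note: 0% = enzyme with DMSO and 100% = wells lacking enzyme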
# mABHD4 FP = ABHD4 (mouse) inhibition, primary FP screen | purified mABHD4, FP-Rh probe fluorescence polarization | inhibition, % at 8.92 µM | actives 0.54% (n = 370,000) | AID 720543;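 active = inhibition exceeding the mean over every tested compound plus 3 SD, cut at about 30% in these data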;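 note: 0% = plate median of compound wells and 100% = S159A mutant with DMSO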
# Target sequence (Q8VD66 whole entry, looked up): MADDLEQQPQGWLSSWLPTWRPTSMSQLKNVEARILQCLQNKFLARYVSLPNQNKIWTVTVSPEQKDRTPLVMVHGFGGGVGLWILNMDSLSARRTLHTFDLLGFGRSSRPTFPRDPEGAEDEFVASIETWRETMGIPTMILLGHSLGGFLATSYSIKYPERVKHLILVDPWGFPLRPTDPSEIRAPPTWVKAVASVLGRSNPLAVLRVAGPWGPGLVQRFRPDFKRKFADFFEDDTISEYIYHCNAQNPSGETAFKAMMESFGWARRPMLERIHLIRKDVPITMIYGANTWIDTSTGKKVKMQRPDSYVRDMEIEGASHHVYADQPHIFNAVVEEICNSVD
#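 Assay system: mouse ABHD4 enzyme, wild type / Also added: fluorescent activity-based probe FP-Rh / Doses: single nominal dose of 8.92 µM, 0.89% DMSO final / Timing: 45 min compound pre-incubation plus 60 min probe step, 25 °C / Signal: FP readout, ex 525 nm / em 598 nm / Control set: S159A mutant/DMSO as 100%, compound-well median as 0%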
# TDP2 inh = blocks human TDP2 phosphodiesterase activity; actives 0.34% (n = 370,000); recombinant TDP2, T5PNP hydrolysis, p-nitrophenol absorbance 415 nm; inhibition, % at 12.8 µM; O95551; AID 720702;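 active = inhibition above the mean of all tested compounds plus 3 SD, set per campaign, cut at about 25% in these data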;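 note: 0% = DMSO with enzyme and 100% = buffer with substrate but no TDP2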
#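 test system = human TDP2 enzyme | input = TDP2 enzyme at 120 nM final | medium = 50 mM Tris-HCl pH 7.5 with Mg2+, KCl, DTT, BSA | also added = T5PNP substrate, 5 mM | times = 2 h at 37 °C | technique = epi absorbance | benchmarks = high control without enzyme, low control DMSO plus TDP2 | replication = each compound tested once, singlicate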
# LEDGF integ inh = blocks HIV-1 LEDGF/p75-dependent DNA integration; inhibition, % at 3.7 µM; AID 743269; actives 0.64% (n = 370,000); TR-FRET IN-LEDGF/p75 DNA integration, Eu/Cy5;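 active = inhibition above the screen-wide mean plus 3 SD, cut at about 13% in these data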;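 note: signal is the Cy5 over europium emission ratio at 671 and 618 nm; 0% = plate median of compound wells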
# TCR-CD3 inh = inhibitors of human TCR-CD3 interaction | TAMRA-labeled TCR probe fluorescence, biochemical | inhibition, % at 9.4 µM | actives 0.37% (n = 360,000) | AID 651800; in the data active = inhibition above about 19%;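 note: recombinant mutant TCR 2C K166C tagged with TAMRA read by polarization; 0% = receptor in buffer alone and 100% = receptor with positive control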
# PG9 binder = PG9 antibody binding by small molecule; TR-FRET gp120-PG9 antibody binding; inhibition, % at 6.7 µM; actives 0.43% (n = 360,000); AID 624416; in the data active = inhibition above about 8.5%
# rCAG RNA binder = binds r(CAG) RNA repeats; inhibition, % at 3 µM; r(CAG) RNA repeat, TO-PRO-1 dye displacement fluorescence; actives 1.3% (n = 370,000); AID 651821;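 active = inhibition above the plate cutoff, the mean of all test compounds on that plate plus 3 SD, cut at about 35% in these data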;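 note: 0% = DMSO alone and 100% = 100 µM mitoxantrone as full dye displacement; higher means more dye released from RNA so lower well fluorescence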
# NR1D1 modulator = Rev-erb alpha (human) modulation | P20393 | Rev-erbα–FITC-DNA binding, fluorescence polarization, 90 min | activity, % at 10 µM | actives 0.79% (n = 370,000) | AID 1259318;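 active = activity above about 14%, limit read from the data; passing the limit was not always enough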;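 note: 0% = DMSO wells with 35 nM protein and 100% = DMSO wells with 750 nM protein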
# SIAE primary = human SIAE inhibition, primary screen | SIAE FP-Rh probe binding, fluorescence polarization | Q9HAT2 | inhibition, % at 9.66 µM | actives 0.69% (n = 370,000);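 active = inhibition above a cutoff: mean of compounds within the control limits plus 3 SD of those, cut at about 17% in these data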;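 note: 0% = plate median of compound wells and 100% = probe without SIAE protein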
# Target sequence (Q9HAT2 whole entry, looked up): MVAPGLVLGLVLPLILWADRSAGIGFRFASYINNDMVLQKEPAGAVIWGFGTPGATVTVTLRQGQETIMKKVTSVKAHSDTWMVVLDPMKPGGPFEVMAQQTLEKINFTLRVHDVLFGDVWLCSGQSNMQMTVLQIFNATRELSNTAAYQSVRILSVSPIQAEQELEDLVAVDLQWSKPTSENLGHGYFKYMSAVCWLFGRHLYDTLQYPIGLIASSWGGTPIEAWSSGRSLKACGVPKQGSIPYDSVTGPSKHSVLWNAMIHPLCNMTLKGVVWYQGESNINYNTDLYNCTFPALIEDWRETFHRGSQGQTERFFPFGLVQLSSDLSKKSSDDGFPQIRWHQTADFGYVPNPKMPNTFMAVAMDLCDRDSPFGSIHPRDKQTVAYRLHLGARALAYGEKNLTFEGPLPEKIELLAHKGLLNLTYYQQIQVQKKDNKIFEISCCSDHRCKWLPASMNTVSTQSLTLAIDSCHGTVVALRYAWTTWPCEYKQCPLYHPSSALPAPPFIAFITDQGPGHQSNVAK
# PRMT1 FP inh = inhibitors of human PRMT1 | inhibition, % at 2.79 µM | AID 652257 | recombinant PRMT1, activity-based probe fluorescence polarization | actives 1.3% (n = 370,000) | Q99873;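 active = inhibition above about 21% made by adding two undisclosed values, limit read from the data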
# Active calls of the source: *; nt = not tested or not shown. These rows are one share of the data; the hit share may differ from the screen's.
SMILES,HTRA1 inhibitor,mABHD4 FP,TDP2 inh,LEDGF integ inh,TCR-CD3 inh,PG9 binder,rCAG RNA binder,NR1D1 modulator,SIAE primary,PRMT1 FP inh
Cc1ccccc1S(=O)(=O)NC(=O)C1(C)CCN1C(=O)C1(c2ccc(Cl)cc2)CC1 (stereo not given),nt,5,-17,1,5,1.6,34,1,-2,-4
CS(=O)(=O)c1ccc2nc(NC(=O)CCS(=O)(=O)c3ccccc3)sc2c1,-4,-4,-10,4,-6,-0.3,1,10,0,0
C=CCN(CC=C)C(=O)C(=O)c1cc(C)n(-c2ccc([N+](=O)[O-])cc2)c1C,-4,7,7,1,6,-3.0,-4,0,5,2
COc1ccc2c(C(=O)CCl)c[nH]c2c1,18,0,2,0,2,0.4,6,3,-7,2
Cc1c(C(=O)O)sc2nc(/C=C/c3cccc(O)c3)[nH]c(=O)c12,-13,-13,-4,4,7,-8.2,10,4,-11,0
COc1ccc(Cn2nnnc2C(c2cccs2)N2CCOCC2)cc1 (stereo not given),-2,-2,-4,-1,1,-0.4,0,-3,-1,0
CCN(CC)S(=O)(=O)c1cc(NC(=O)C(C)N2CCN(c3ccccn3)CC2)ccc1C (stereo not given),-1,3,-6,-4,-2,-0.7,-7,0,-5,1
CCN(CC)S(=O)(=O)c1ccc(N2CCOCC2)c(NC(=O)c2[nH]c(C)c(C(C)=O)c2C)c1,-4,24,2,4,6,1.5,4,-3,-1,-4
N#C/C(=C\c1cccnc1)C(=O)Nc1ccccc1,0,-4,10,-1,4,-0.7,0,-3,2,3
Cc1ccccc1NC(=O)NNC(=O)CCc1ccccc1,0,0,-9,-2,5,-0.6,0,3,0,-5
Cc1nc(C)c(C(=O)Nc2ccccc2)s1,-2,5,-7,1,10,-0.9,2,-6,1,-2
O=C(Cc1cccs1)NCc1ccco1,-2,2,3,0,-8,-1.4,0,1,-2,4
O=C(O)/C=C/C(=O)NCc1cn(-c2ccccc2)nc1-c1cccc(Br)c1,-25,6,-5,-5,6,0.1,23,-4,2,2
N/C(CC(=O)Nc1cc(C(F)(F)F)ccc1Cl)=N\O,-1,0,6,-2,4,-0.7,1,3,-1,-2
Cc1ccc(NS(=O)(=O)c2ccc(-n3cccn3)cc2)c(C)c1,-12,4,-4,-4,0,-0.8,1,0,-1,5
COc1ccc(NC(=O)C2(C)CCCN(C(C)=O)C2)cc1F (stereo not given),nt,5,5,1,2,-1.1,1,-3,3,1
Cc1csc(SCC(=O)Nc2ccccc2)n1,-2,-9,-13,-1,-5,-0.5,3,-6,-5,8
COc1cc([N+](=O)[O-])ccc1NC(=O)CCCOc1cc(C)ccc1C,2,11,10,-4,-1,-1.2,2,3,-8,0
Cc1ccc2nc(N(CCN3CCOCC3)C(=O)CCS(=O)(=O)c3ccccc3)sc2c1,-1,-6,2,5,-2,-0.9,0,-10,-4,0
Cn1ncc(Cl)c1C(=O)N1CCN(c2ccccc2)CC1,-4,-1,-2,2,9,-1.7,-3,6,7,1

# Some entries already given, showing only LEDGF integ inh and PRMT1 FP inh:
SMILES | LEDGF integ inh | PRMT1 FP inh
COc1cc([N+](=O)[O-])ccc1NC(=O)CCCOc1cc(C)ccc1C | -4 | 0
Cc1ccccc1NC(=O)NNC(=O)CCc1ccccc1 | -2 | -5
Cc1ccc2nc(N(CCN3CCOCC3)C(=O)CCS(=O)(=O)c3ccccc3)sc2c1 | 5 | 0

# Later entries
SMILES,HTRA1 inhibitor,mABHD4 FP,TDP2 inh,LEDGF integ inh,TCR-CD3 inh,PG9 binder,rCAG RNA binder,NR1D1 modulator,SIAE primary,PRMT1 FP inh
C#CCNC(=O)C[C@H]1C[C@@]2(C(=O)OC)C(=C[C@H](C(C)C)O[C@@H]2C2CC2)N(CCc2ccc(OC)c(OC)c2)C1=O,nt,2,-5,0,nt,nt,2,0,-3,1
COc1ccccc1NNC(=O)C(O)(c1ccccc1)c1ccccc1,1,-2,-1,0,2,0.0,4,-3,5,-5
CCOCC(=O)Nc1cc(C(F)(F)F)ccc1Oc1cccc(Br)c1,-11,-11,-8,-2,-4,-1.0,0,8,3,-1
O=C(CN1CCC(O)(c2cccc(F)c2)CC1)NCCc1c[nH]c2ccccc12,0,6,-13,-4,-1,0.0,-2,-4,8,-2
Cc1ccccc1NC(=O)CSc1ccc(-c2ccc(-n3cccn3)cc2)nn1,0,-1,6,-2,-3,0.1,0,-3,3,2
COc1cccc(CN2CCCCC2C(=O)O)c1 (stereo not given),0,-3,3,-2,3,-0.8,1,-4,3,-2
CCCC1NC(=O)c2cc3ccccc3cc2-n2c1nc1cc(Cl)ccc1c2=O (stereo not given),-70,-1,5,7,4,0.3,5,4,-4,-5
CCOc1cc(/C=N/NC(=O)N/N=C/c2ccc(O)c(OCC)c2)ccc1O,nt,-2,-22,2,1,-4.3,4,-3,-7,-5
CCOc1ccc(N(C)S(=O)(=O)c2csc(C(N)=O)c2)cc1,-3,-1,3,-4,-3,0.6,-3,7,7,-3
CCOc1ccccc1OCC(=O)NN1Cc2ccccc2C1=N,3,-1,1,0,1,1.8,-2,-2,-6,2
O=C(CN1C(=O)NC(Cc2ccccc2)C1=O)Nc1ccc(OC(F)F)cc1 (stereo not given),4,-10,-19,-3,-11,1.0,-1,0,-2,7
NC(=O)Nc1ccc(C(=O)OCC(=O)Nc2cccc(S(=O)(=O)NC3=NCCC3)c2)cc1,0,-3,-12,0,5,-1.8,5,1,-9,0
CC(C)N(Cc1nc(-c2ccc(Cl)cc2)no1)C(=O)C12CC3CC(CC(C3)C1)C2,0,2,14,3,5,0.1,-2,2,-2,-3
COc1ccc(CCNC(=O)COc2cc(C)cc3oc(=O)cc(C)c23)cc1,3,6,-6,2,10,2.3,0,3,7,-1
CN(CCO)S(=O)(=O)c1ccc2c(c1)C(=NNC(N)=O)c1cc(S(=O)(=O)N(C)CCO)ccc1-2,-1,2,-5,-6,1,-6.2,2,0,-2,3
O=C(O)c1cc(N/N=C/c2ccc(N3CCOCC3)s2)ccc1Cl,26,44*,15,68*,7,-6.3,75*,1,21*,33*
O=C(CSc1ccc(-c2ccc(F)cc2)nn1)N1CCOCC1,6,-2,0,-3,-7,-0.6,-2,0,2,5
N#Cc1cccc(NC(=O)CSc2cccc[n+]2[O-])c1,6,-5,-24,3,-5,-2.0,1,-4,-8,-3
CC[C@]1(C(=O)OC)[C@H]2C(=O)N(Cc3ccccc3)C(=O)[C@H]2[C@H]2CN=C(SCc3ccc(C)cc3)N21,-8,7,-1,-2,-10,-0.2,2,-2,3,6
CCN(CC)CCN(CC(=O)N(C1CCCCC1)C1CCCCC1)C(=O)c1cccnc1,8,3,3,-1,-1,-2.3,-6,3,-6,-1
CC1CC2CCCC(O)=C2C(=O)O1 (stereo not given),-2,-4,-5,2,8,0.1,-3,6,-5,-5
CCN(CC(=O)Nc1ccc(NC(C)=O)cc1)C(=O)CCCOc1ccc(C(C)(C)C)cc1,-7,-9,-4,2,3,-2.8,-3,-3,-1,-8
COc1ccccc1CNCC(=O)Nc1ccc(C(F)(F)F)cc1,2,8,-7,6,1,1.4,-5,4,0,7
Cc1ccc(NC(=O)CCC(=O)NNC(=O)c2cccs2)c(C)c1,-4,2,3,-5,-4,0.2,-1,1,-3,1
Cc1[nH]nc2nc(SCC(=O)NCCC3=CCCCC3)n(-c3ccc(Br)cc3)c(=N)c12,-1,-10,4,3,0,1.2,6,29*,-4,-3
N#CC1(c2ccc(NC(=O)c3ccccc3F)cc2)CCCC1,-14,-5,-11,1,1,-1.8,0,3,-8,-2
CCCCn1c(CNC(=O)C23CC4CC(CC(C4)C2)C3)nnc1SC(C)CC (stereo not given),-9,8,-20,4,3,-2.2,-4,2,1,-2
COc1ccc(-c2nc3cc(C)c(Br)c(C)n3c2Cc2ccc(C)cc2)cc1OC,nt,-9,-10,-2,3,-3.4,8,-3,-3,-3
Cc1noc(NS(=O)(=O)c2ccc(NS(=O)(=O)c3ccc(Cl)cc3)cc2)c1C,3,-5,-2,3,7,-1.8,3,-9,-3,-3
CSc1ccc(CN(C)C(=O)C(c2ccccc2)c2ccccc2)cc1,-42,-17,-7,2,5,-0.7,-4,4,1,0
CCS(=O)(=O)N1Cc2ccccc2CC1C(=O)Nc1nc(C)cs1 (stereo not given),-4,-1,-16,2,4,0.6,2,5,5,-1
Cn1c(N2CCOCC2)c(/C=N/OC(=O)c2cccnc2Cl)c2ccccc21,7,7,-6,-2,-8,-4.4,1,8,6,1
Cc1cccc(C(C(=O)NC2CCCC2)N(C(=O)c2csnn2)C2CC2)c1 (stereo not given),6,3,6,0,4,-3.1,-5,3,-1,-1
CC(C)(C)c1ccc(S(=O)(=O)N2CCC(CO)(CC3CCCCO3)CC2)cc1 (stereo not given),-18,-1,-3,-7,1,1.5,-9,1,1,5
Cc1cc(C)nc(Nc2n[nH]c(-c3ccccc3N)n2)n1,4,5,5,3,-4,-3.3,0,7,2,-5
CC(C)C(=O)N1CCN(S(=O)(=O)c2ccc3ccccc3c2)CC1,-5,0,6,2,6,-1.9,-1,0,4,2
COc1ccc(C2C3=C(CC(C)(C)CC3=O)Oc3ncn(Cc4ccco4)c(=N)c32)cc1 (stereo not given),-16,-1,-9,0,-8,1.9,-1,-1,-6,4
Cc1c(C)n(C(=O)CN2CCC(C)CC2)c2ccccc12,1,6,-3,-1,4,-0.7,-6,0,9,-3
C=CCSc1nc2ccccc2c(=O)n1C1CCOC(C)(C)C1 (stereo not given),-6,-8,-19,5,-12,1.6,-1,-1,0,0
CCC(C)c1ccccc1NC(=O)Cc1coc2cc3c(cc12)CCC3 (stereo not given),-31,-12,0,1,3,0.2,-4,-2,5,1
COCCn1nnnc1C(C(C)C)N1CCSCC1 (stereo not given),6,-1,4,-2,4,1.8,-2,0,0,2
O=C(NCc1ccc(F)cc1)C1CCCN1C(=O)Nc1cccc(F)c1 (stereo not given),0,1,1,4,5,0.1,0,0,-1,-1
Cn1c(=O)[nH]c(=O)c2c1nc(CN1CCOCC1)n2CCc1ccccc1,3,-5,5,3,5,-1.5,-2,1,1,2
O=C(CN1CCOCC1)Nc1cccc(Br)c1,2,1,6,2,6,-3.2,0,-6,7,-5
O=C(O)c1ccc(-c2ccc(/C=C3\NC(=O)N(Cc4ccc(Cl)cc4)C3=O)o2)cc1,-10,20,7,5,-2,-0.2,34,1,-6,18
CO[C@@H]1CN(C)C(=O)c2ccc(NC(=O)C3CCC3)cc2OC[C@H](C)N(CC2CCCCC2)C[C@H]1C,nt,-5,2,2,10,-1.2,2,0,-2,2
COc1cccc(NC(=O)c2cc(-c3ccc(C)o3)nc3ccccc23)c1,-32,-9,14,0,9,0.0,19,5,-12,10
CCCCOC(=O)C1CN(c2ccccc2)N=C1C(C)=O (stereo not given),-1,0,-1,3,10,2.1,-9,10,-2,-5
